# Source: PubChem (several laboratories)
# HGIII-sPLA2 inh = Inhibits HGIII-sPLA2 liposome hydrolysis, primary screen. Q9NZ20. QFRET BODIPY PC-A2 liposome hydrolysis, fluorescence. inhibition, % at 12.2 µM. 370,000 tested, 0.56% active. AID 743126;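 active means inhibition above mean plus 3 SD of compounds lying within the high and low control bounds, cut at about 19% in these data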;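 further: 0% = median of test compound wells and 100% = no enzyme DMSO wells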
# KLK7 zymogen act = activates the human kallikrein-7 zymogen; P49862; purified proKLK7, EDANS-DABCYL substrate fluorescence; 100% is mature enzyme control, 0% vehicle; activation, % at 7 µM; 370,000 tested, 0.9% active;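 active means activation above the mean of all tested compounds plus 3 SD, computed per campaign excluding outliers beyond control limits, cut at about 13% in these data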
# NPR2 activator = GC-B (human) receptor activation; P20594; 370,000 tested, 0.11% active; HEK293-GC-B cells, CNP EC30, cGMP TR-FRET; 0% at EC30 CNP, 100% saturating CNP; activation, % at 10 µM;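 active means activation at 10 µM reaching about 35% in either raw or pattern-adjusted values, limit read from the data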
# ASAP1 GAP inh = blocks human ASAP1-stimulated Arf1 GTP hydrolysis; GDP FP detection; inhibition, % at 16.5 µM; 360,000 tested, 0.19% active; AID 624377; in the data active means inhibition above about 25%;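 further: 0% = vehicle with enzyme and substrate and 100% = no enzyme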
# Tn6 DDE FP = inhibitors of Tn6 peptide binding to human fibrin DD(E); P02675; Fibrin DD(E) TRITC-Tn6 fluorescence polarization displacement; 370,000 tested, 0.21% active; AID 720509; inhibition, % at 8.3 µM;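 active means inhibition above a per-campaign cutoff: mean of compounds within control limits plus 3 SD, cut at about 15% in these data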;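 further: 0% = median of all compound wells on the plate and 100% = blocking peptide control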
# Target sequence (P02675 whole entry, looked up): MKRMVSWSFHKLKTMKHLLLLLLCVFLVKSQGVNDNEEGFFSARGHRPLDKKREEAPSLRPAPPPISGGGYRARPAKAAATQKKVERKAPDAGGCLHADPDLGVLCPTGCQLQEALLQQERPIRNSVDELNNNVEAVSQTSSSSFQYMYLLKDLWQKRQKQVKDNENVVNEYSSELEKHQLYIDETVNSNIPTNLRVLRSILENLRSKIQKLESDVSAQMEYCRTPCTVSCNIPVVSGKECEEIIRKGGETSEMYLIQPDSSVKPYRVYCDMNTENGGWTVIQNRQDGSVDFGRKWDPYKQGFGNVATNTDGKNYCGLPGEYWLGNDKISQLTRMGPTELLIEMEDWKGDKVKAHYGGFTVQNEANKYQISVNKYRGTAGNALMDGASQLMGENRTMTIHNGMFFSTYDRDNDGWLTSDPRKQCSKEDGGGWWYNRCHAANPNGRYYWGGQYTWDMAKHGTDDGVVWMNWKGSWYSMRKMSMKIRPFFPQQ
# rCAG RNA binder = molecules binding r(CAG) RNA repeats; AID 651821; r(CAG) RNA repeat, TO-PRO-1 dye displacement fluorescence; inhibition, % at 3 µM; 370,000 tested, 1.3% active;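 active means inhibition above the plate cutoff, the mean of all test compounds on that plate plus 3 SD, cut at about 35% in these data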;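 further: 0% = DMSO alone and 100% = 100 µM mitoxantrone as full dye displacement; higher means more dye released from RNA so lower well fluorescence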
# GC-A act = GC-A (human) enzyme activation | P16066 | HEK293 GC-A cells, cGMP TR-FRET, EC30 ANP; 0% at EC30 ANP, 100% saturating ANP | activation, % at 10 µM | 370,000 tested, 0.14% active | AID 1671463; in the data active means activation above about 40%
# GAA850 FXN act = increases GAA850 frataxin promoter reporter activity | AID 540364 | HEK293 lucGAA850 FXN promoter luciferase reporter, 24 h; percent of 10 µM SAHA response | 360,000 tested, 0.56% active | activation, % at 6 µM;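 active means activation above the average of all compounds screened plus 3 SD, cutoff fixed separately per campaign, cut at about 7.5% in these data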;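 further: 0% = DMSO wells and 100% = 10 µM SAHA wells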
# ADAM10 inh = inhibitors of human ADAM10; AID 720582; 370,000 tested, 0.62% active; recombinant ADAM10, EDANS/DABCYL FRET peptide cleavage, 3 h; inhibition, % at 7 µM;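 active means inhibition above a per-campaign cutoff equal to the mean of compounds falling between control-based bounds plus 3 SD, cut at about 20% in these data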;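 further: 0% = DMSO wells while the 100% control is not disclosed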
# Target sequence (O14672 214-748 limits assumed): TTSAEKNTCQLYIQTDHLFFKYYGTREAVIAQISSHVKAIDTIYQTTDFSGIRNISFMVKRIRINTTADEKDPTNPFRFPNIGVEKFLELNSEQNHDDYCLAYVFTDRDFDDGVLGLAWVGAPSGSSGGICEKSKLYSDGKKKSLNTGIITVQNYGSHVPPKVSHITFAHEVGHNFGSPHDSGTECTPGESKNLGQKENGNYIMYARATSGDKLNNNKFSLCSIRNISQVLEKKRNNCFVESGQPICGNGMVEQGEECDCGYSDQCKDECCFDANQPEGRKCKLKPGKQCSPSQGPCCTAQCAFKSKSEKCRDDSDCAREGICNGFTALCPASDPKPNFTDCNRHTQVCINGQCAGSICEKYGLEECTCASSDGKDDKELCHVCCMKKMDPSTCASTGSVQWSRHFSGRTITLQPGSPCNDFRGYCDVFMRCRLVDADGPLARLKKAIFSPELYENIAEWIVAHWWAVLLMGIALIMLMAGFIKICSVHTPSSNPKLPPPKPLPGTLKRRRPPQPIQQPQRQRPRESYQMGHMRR
# ARFGAP1 inh = inhibits rat ARF GTPase activating protein 1; Arfgap1-stimulated ARF1 GTP hydrolysis, GDP FP detection; inhibition, % at 16.5 µM; 360,000 tested, 0.26% active;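 active means inhibition above a per-plate limit, mean inhibition of low control wells plus 3 SD, cut at about 25% in these data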;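 further: 0% = DMSO wells with enzyme and 100% = wells lacking Arfgap1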
#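 Repeats: one replicate per compound; assay system: rat Arfgap1 catalytic domain, aa 1-136; times: enzyme reaction 120 min at 25 °C after 20 min preincubation; detection: FP of antibody-bound GDP Alexa 633 tracer, ex 620/em 688 nm; benchmarks: high control wells lacking Arfgap1, low control full reaction with DMSO; reagent: human ARF1(Δ1-17)-GTP substrate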
# * hit, by the source's call; i = inactive; / = no result given.
SMILES,HGIII-sPLA2 inh,KLK7 zymogen act,NPR2 activator,ASAP1 GAP inh,Tn6 DDE FP,rCAG RNA binder,GC-A act,GAA850 FXN act,ADAM10 inh,ARFGAP1 inh
O=C(NCC1CCCO1)c1csc(Nc2cccc3ccccc23)n1 (stereo not drawn),-5.0,-0.9,2.1,-9.0,0.7,-1.2,10.6,-0.4,-5.7,-7.4
CCOC(=O)CCNC(=O)CCc1nnc(CCCc2ccccc2)o1,5.3,-0.4,3.0,9.2,-3.3,-7.9,-2.6,-0.7,-4.1,-5.1
Cc1ccc(C)c(C(=O)CSc2n[nH]c(C)n2)c1,-1.2,0.9,3.3,0.1,-2.7,-2.8,-4.0,1.8,-5.9,0.3
CCCCc1cc(=O)oc2c(CN3CCCC3)c(O)ccc12,4.7,77.2*,3.7,-4.3,-5.6,0.9,1.3,-3.7,i,6.0
CC(=O)Nc1ccc(NC(=O)C(C)Sc2n[nH]c(-c3cccs3)n2)cc1 (stereo not drawn),-2.9,-0.3,-5.6,1.5,3.1,3.0,-1.1,1.4,-29.3,-5.1
CCOC(=O)N1CCN(C(=O)CN(Cc2ccc(Cl)cc2)S(=O)(=O)c2ccccc2)CC1,-7.8,1.2,4.3,-8.7,-1.3,-4.7,-1.8,-3.1,3.3,0.0
CCOc1ccc(NS(=O)(=O)c2ccc3c(c2)CCN3C(=O)C2CCC2)cc1,-7.1,-0.7,3.4,-2.9,-4.3,-1.0,-1.0,2.2,3.2,-6.5
CC(C)CNC(=O)CCCSc1nc2ccccc2[nH]1,2.2,-0.2,5.0,-12.9,5.3,-1.8,-3.4,1.8,-0.5,-2.3
CN1CCN(NC(=O)c2ccc(COc3ccccc3Br)o2)CC1,-1.8,-0.3,-5.6,-3.4,-6.0,1.8,7.5,2.3,2.4,-1.6
Cc1c(OC(C)C(=O)NCCN2CCOCC2)ccc2c(-c3ccccc3)cc(=O)oc12 (stereo not drawn),4.1,0.3,-4.6,-20.5,-0.3,-6.2,0.4,3.2,-17.2,-16.2
CS/C(=C\C(=O)c1ccco1)Nc1ccccc1Cl,-13.0,-0.3,-3.3,3.3,14.3,3.8,1.8,1.3,9.9,3.4
Nc1ncccc1OCc1cccc(C(F)(F)F)c1,-0.9,-0.4,-2.2,-1.9,9.8,-2.9,-0.3,2.9,-2.5,-7.8
COc1ccc(C(=O)C2CCN(CC(=O)Nc3ccc(OC)cc3OC)CC2)cc1,0.7,-0.6,-0.9,2.9,3.6,-1.7,3.0,-0.7,5.4,6.0
CC1CCN(C(=O)c2ccc3c(c2)C(=O)c2ccccc2-3)CC1,-0.6,-0.4,-0.1,-11.2,6.2,0.5,6.9,0.9,-14.2,-0.6
COc1cccc(-c2cc(C(F)(F)F)nc(NCc3ccco3)n2)c1,-15.0,-0.8,5.5,4.2,8.4,-0.2,7.6,2.1,-7.8,1.6
O=C(NCc1ccccn1)c1cccn1-c1ncc(C(F)(F)F)cc1Cl,10.2,0.3,0.5,6.8,-3.0,-6.0,-2.7,0.3,-2.6,-5.5
C=C(C)[C@H]1CC=C(C)/C(=N/NC(=O)CNc2ccccc2OC)C1,4.6,-1.0,7.8,3.1,-9.1,-1.4,4.5,0.1,10.9,10.0
O=c1cc(N2CCN(Cc3ccccc3)CC2)c(-c2ccccc2)n[nH]1,-5.2,0.3,-4.6,-6.2,-1.5,-4.4,-4.4,2.3,3.0,13.3
CC(=O)c1ccc(OCCCCOc2ccc(C(C)=O)cc2)cc1,-0.3,-0.1,1.1,10.9,-4.7,-1.4,-0.5,0.4,2.3,18.6
O=C(Nc1ccc(N2CCOCC2)cc1)c1ccc(Cl)cc1N1CCCC1=O,-0.4,-0.2,0.6,-11.2,1.4,5.6,1.5,-0.6,-16.3,-13.9
CN(CC(=O)Nc1ccc(C#N)cc1)CC(=O)Nc1ccc(N2CCOCC2)cc1,-0.1,0.1,-4.1,-1.6,2.5,-4.0,-0.9,1.9,12.6,-9.0
CCN(CC)S(=O)(=O)c1ccc(O)c(NC(=O)c2ccc(N3CCOCC3)c([N+](=O)[O-])c2)c1,-15.8,-0.4,-1.8,2.1,-2.6,52.9*,3.1,3.5,2.3,-3.9
NS(=O)(=O)c1ccc(OC(=O)CNC(=O)OCc2ccccc2)cc1,11.6,0.2,1.8,1.4,-11.6,-3.4,3.7,-1.0,-7.3,7.4
COc1ccc(CC(=O)Nc2cc(Cl)ccc2C(=O)O)cc1,-6.4,0.1,0.9,7.1,1.4,8.9,-2.5,-0.5,0.7,-1.3
O=C(CSc1nnc(NC(=O)C2CC2)s1)Nc1cccc(F)c1,-3.6,-0.1,5.2,-24.1,-0.1,0.9,0.2,3.0,2.6,7.0
Cc1cccc(CN2CCN(C(=O)c3ccccc3F)CC2)c1,4.1,-0.9,3.1,-3.2,4.6,-8.1,-1.8,-1.1,-4.6,-14.3
O=C(NCC(=O)N1CCCCC1)c1ccc(Br)o1,4.4,-0.1,0.5,1.3,0.2,-1.7,0.0,4.2,4.2,22.4
CN(CCCC(=O)Nc1ccncc1)S(=O)(=O)c1ccc(Cl)cc1,-0.1,0.6,-3.0,-2.1,10.8,3.1,0.9,-0.9,3.5,8.9
O=C(N/N=C/c1ccc(O)cc1O)NC12CC3CC(CC(C3)C1)C2,-19.4,-2.1,-7.3,4.6,-7.3,6.2,9.6,2.5,14.7,0.4
CN1CCC(N(C)C(=S)NCCc2ccccc2)CC1,9.2,0.0,3.5,5.1,-4.2,-2.5,4.5,4.1,1.1,2.7
NS(=O)(=O)c1ccc(CCNCC#Cc2ccccc2)cc1,4.0,0.3,-4.3,8.2,-2.5,1.0,-3.1,0.1,12.5,12.1
COC(=O)c1sccc1NC(=S)Nc1cc(C)ccc1OC,13.5,0.0,-2.9,5.8,-5.7,1.0,5.4,2.6,8.1,5.2
CC(O)CCc1nc2ccc(C(=O)O)cc2[nH]1 (stereo not drawn),5.8,0.1,-3.9,18.5,-2.3,0.7,-3.0,0.1,-7.6,15.4
COCC(=O)OCC(=O)Nc1cc(C)c(C)cc1[N+](=O)[O-],-4.6,-0.2,-1.3,-8.8,7.3,-0.6,-1.1,0.5,-1.1,2.6
CCOC(=O)[C@]12CCCC=C1N(Cc1ccc3c(c1)OCO3)C(=O)[C@H](CC(=O)N1CCN(C(=O)C3CC3)CC1)C2,0.9,0.2,5.0,11.4,4.1,0.3,0.1,/,-0.3,1.0
CCCC(=O)Nc1ccc(C(=O)COC(=O)c2c(C)noc2C)cc1,-3.8,0.1,-0.9,6.4,-4.6,-4.2,-2.1,0.1,-2.4,7.0
CC(C)(C)OC(=O)N1CCCC(C(=O)Nc2ccc(C(=O)N3CCCC3)cc2)C1 (stereo not drawn),3.3,0.2,2.3,7.6,3.1,-10.0,-0.4,1.9,-1.3,-3.8
CN1OC[C@@H]2CN[C@H](c3ccc(N4CCCCC4)cc3)C[C@@H]21,-1.0,1.4,5.5,-2.7,0.8,3.7,0.3,/,-9.8,-1.0
CCc1cc2c(N[C@@H](C)C(=O)O)ncnc2s1,0.1,-0.4,4.6,2.3,3.0,4.1,1.8,0.4,-4.0,-5.5
O=C(COc1ccc(Cl)cc1)Nc1ccc(CN2CCOCC2)cc1,-3.1,0.3,2.6,-4.3,1.6,1.9,2.5,3.1,-5.1,6.4
Cc1ccc(S(=O)(=O)N(C)CC(=O)N(C)Cc2cccs2)cc1,-0.5,0.2,6.0,11.3,-13.1,1.9,-0.5,-1.0,-5.6,4.0
Cc1nn(Cc2ccc(F)cc2)c2sc(C(=O)Nc3ccccc3N3CCOCC3)cc12,0.6,-0.6,16.9,-13.1,1.7,2.1,7.6,2.6,7.5,-5.5
O=C(O)/C=C/c1ccc(S(=O)(=O)NCc2cccnc2)cc1,9.1,0.2,-1.6,-1.2,4.6,0.1,-0.5,2.6,-1.4,2.0
C=CCn1c(-c2ccc(OC)cc2)nc2ccccc21,-6.7,0.7,5.2,2.3,10.4,-3.7,6.0,0.6,-4.3,0.6
CC(CCc1ccccc1)NC(=O)CCC(=O)N1CCC(C(=O)O)CC1 (stereo not drawn),-1.2,0.3,5.6,7.9,-5.8,-1.2,0.9,0.5,11.6,4.9
CS(=O)(=O)N1CCC(CO)(Cc2ccccc2C(F)(F)F)CC1,2.4,-0.3,1.4,3.5,-0.5,-3.2,0.2,0.0,-1.7,5.0
CC(=NCCc1c(C)[nH]c2ccc(OC(F)(F)F)cc12)C1=C(O)CC(c2ccccc2)CC1=O (stereo not drawn),-1.9,-0.2,-3.8,0.3,-0.4,1.0,-0.5,-0.4,-1.2,-1.4
O=C(O)/C=C/c1ccc(Oc2ncccn2)cc1,10.2,-0.1,-1.2,1.3,0.9,-0.8,5.9,1.4,1.8,3.9
O=C(c1ccco1)N1CCN(C(=O)c2nn3cccnc3c2Cl)CC1,3.1,0.5,-1.8,4.5,-4.3,-0.9,2.1,-3.4,-0.9,3.7
CCCCCCCCNC(=S)NCCN1CCCCC1,23.1*,-1.2,-1.7,5.7,3.7,-2.0,-3.5,0.6,2.6,7.3
# Next structures.
SMILES,HGIII-sPLA2 inh,KLK7 zymogen act,NPR2 activator,ASAP1 GAP inh,Tn6 DDE FP,rCAG RNA binder,GC-A act,GAA850 FXN act,ADAM10 inh,ARFGAP1 inh
CCOc1ccccc1NC(=O)COc1ccc2ccc(=O)oc2c1,-1.7,-0.6,-0.2,8.6,-2.4,1.9,3.2,2.0,-14.3,6.9
Cn1nnnc1SCC(=O)NC(=O)c1cccc([N+](=O)[O-])c1,3.2,0.2,1.3,8.2,-1.6,-1.7,-0.5,1.3,-7.0,5.7
O=C(Cn1cncn1)N1CCN(c2ccc(F)cc2)CC1,1.3,0.0,0.6,0.2,4.1,0.3,-1.5,1.1,3.1,2.5
Cc1ccc(C(=O)NNC2=Nc3cccc4cccc2c34)cc1,16.3,1.1,-10.0,-2.9,-2.7,3.0,-5.1,-0.5,-6.6,12.6
COc1ccccc1NC(=O)Nc1ccc(N2CCOCC2)cc1,6.1,-0.2,-2.6,9.2,-0.1,-2.3,-4.6,6.7,4.6,7.8
O=C(N/N=C/c1ccc(Sc2nc3ccccc3s2)c([N+](=O)[O-])c1)c1ccccn1,3.3,0.1,-1.5,6.7,-2.6,1.2,3.9,3.2,1.4,6.2
CC(=O)NC(c1ccc(C)cc1)c1cc([N+](=O)[O-])c2cccnc2c1O (stereo not drawn),6.1,-0.3,-2.4,20.2,-1.6,17.2,-2.1,-2.7,18.7,16.5

# As entered above:
# Result of `CC(=O)NC(c1ccc(C)cc1)c1cc([N+](=O)[O-])c2cccnc2c1O` (stereo not drawn) in HGIII-sPLA2 inh: 6.1
# Result of `O=C(N/N=C/c1ccc(Sc2nc3ccccc3s2)c([N+](=O)[O-])c1)c1ccccn1` in NPR2 activator: -1.5
# Result of `Cc1ccc(C(=O)NNC2=Nc3cccc4cccc2c34)cc1` in NPR2 activator: -10.0
